Screens as filed in PubChem.
EphB4 ephrin blk – blocks human EphB4 binding to ephrin-B2. P54760. 0.15% of 97,000 active. inhibition, % at 7 µM. EphB4 LBD / TNYL-RAW-Alexa532 peptide, fluorescence polarization. AID 720;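 active = inhibition above the screen-wide mean inhibition plus 3 SD, cut at about 15% in these data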;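 note: 0% = DMSO wells and 100% = excess unlabeled TNYL-RAW peptide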
LYP inh 2 – inhibitors of human LYP (PTPN22) phosphatase | AID 640 | Q9Y2R2 | 0.21% of 96,000 active | inhibition, % at 2 µM | recombinant LYP catalytic domain, DiFMUP fluorescence;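 active = inhibition at 2 µM at or above a set limit, the screen mean plus 3 SD, cut at about 24% in these data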;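 note: 0% = DMSO with enzyme and 100% = enzyme fully blocked by orthovanadate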
F-actin modifier – alters cytoskeleton assembly in HUVEC cells; HUVEC TNFa F-actin phalloidin imaging, high content; inhibition, % at 2 µM; 0.18% of 91,000 active; AID 836;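 active = inhibition above the batch mean plus 3 SD and confirmed as a hit by visual image inspection, cut at about 30% in these data, passing the limit was not always enough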; note: strong numbers were not always called active
PTK2B oligo ant – antagonists of human Pyk2 oligomerization; z-score (the deposit names both 25 µM and 10 µM); 0.83% of 99,000 active; Q14289; Q293 cells, Pyk2 FERM NanoBiT luminescence; hits give low values;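 active = Z-score of -3 or lower, scaled per plate to the spread of control and sample wells; inactive = z-score above -3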;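 note: negative z-score means lost luminescence so less FERM oligomerization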
Target sequence (Q14289 whole entry, looked up): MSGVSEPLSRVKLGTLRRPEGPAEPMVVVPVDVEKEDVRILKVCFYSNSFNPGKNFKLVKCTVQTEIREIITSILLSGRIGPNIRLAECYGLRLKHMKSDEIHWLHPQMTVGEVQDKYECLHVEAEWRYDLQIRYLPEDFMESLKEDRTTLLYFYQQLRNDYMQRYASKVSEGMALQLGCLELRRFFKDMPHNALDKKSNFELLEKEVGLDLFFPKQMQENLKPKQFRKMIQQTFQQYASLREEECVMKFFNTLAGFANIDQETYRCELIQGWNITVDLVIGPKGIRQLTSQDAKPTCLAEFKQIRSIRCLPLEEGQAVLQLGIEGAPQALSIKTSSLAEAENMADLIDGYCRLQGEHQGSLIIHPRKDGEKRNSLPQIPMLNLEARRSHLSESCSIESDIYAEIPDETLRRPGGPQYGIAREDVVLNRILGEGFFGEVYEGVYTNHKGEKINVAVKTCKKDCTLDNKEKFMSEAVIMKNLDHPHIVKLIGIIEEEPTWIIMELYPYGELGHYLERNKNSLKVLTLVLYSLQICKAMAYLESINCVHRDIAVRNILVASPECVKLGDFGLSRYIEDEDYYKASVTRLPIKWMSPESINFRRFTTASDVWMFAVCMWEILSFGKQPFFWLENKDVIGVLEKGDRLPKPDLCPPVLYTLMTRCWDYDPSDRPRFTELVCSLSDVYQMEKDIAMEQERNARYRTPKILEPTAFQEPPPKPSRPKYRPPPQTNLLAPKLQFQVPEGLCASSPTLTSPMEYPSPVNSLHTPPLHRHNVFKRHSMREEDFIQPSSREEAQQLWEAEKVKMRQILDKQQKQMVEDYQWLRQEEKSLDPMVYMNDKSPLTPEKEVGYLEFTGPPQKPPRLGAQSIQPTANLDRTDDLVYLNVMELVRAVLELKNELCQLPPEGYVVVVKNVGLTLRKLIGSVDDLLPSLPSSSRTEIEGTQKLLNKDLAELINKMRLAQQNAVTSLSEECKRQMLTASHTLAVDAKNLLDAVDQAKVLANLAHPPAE
PLK1 kinase inh – inhibitors of human PLK1 kinase; AID 619; recombinant PLK1 kinase, TR-FRET peptide phosphorylation; P53350; inhibition, % at 10 µM; 0.53% of 97,000 active;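 active = inhibition of 50% or more in the single-concentration screen; inactive = inhibition below 50%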;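 note: 0% = DMSO max control and 100% = H-89 dihydrochloride min control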
HIV Rev-RRE inh – inhibitors of HIV-1 Rev-RRE RNA interaction | Rev peptide-RRE RNA binding, FRET | 0.79% of 97,000 active | P05866 | inhibition, % at 8 µM;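 active = inhibition above the screen-wide mean plus 3 SD, cut at about 35% in these data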;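 note: 0% = median DMSO wells and 100% = median Neomycin B control wells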
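Assay system: labelled RRE RNA duplex and labelled Rev peptide / Medium: HEPES pH 7.5 salt buffer with EDTA / Reagent: labelled Rev peptide / Schedule: 5 + 15 min at 25 °C / Signal: FRET, excitation 480 nm, emission 540 nm donor and 671 nm acceptor / Benchmarks: DMSO and neomycin B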
FAK inh – blocks human focal adhesion kinase activity; Q05397; biochemical FAK kinase activity assay; inhibition, %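 (tested at 7 µM)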; 0.84% of 97,000 active; AID 727; in the data active = inhibition above about 19%;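 note: 0% = DMSO and 100% = reference compound high control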
PLK1 PBD inh – inhibitors of human Plk1 polo box domain binding; P53350; Plk1 PBD phosphopeptide binding, fluorescence polarization; inhibition, %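 (tested at about 20 µM)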; 0.13% of 97,000 active; AID 693; in the data active = inhibition above about 34%, passing the limit was not always enough
LYP act – increases human PTPN22 phosphatase activity; Q9Y2R2; activation, % at 2 µM; 0.11% of 96,000 active; recombinant LYP, DiFMUP fluorescence; 0 = plate median, 100 = signal doubled;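 active = activation at 2 µM above a set limit, the mean plus 5 SD, cut at about 37% in these data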
Numbers without * were called inactive; / = no result given; [ ] = remark or other dose.

EphB4 ephrin blk	LYP inh 2	F-actin modifier	PTK2B oligo ant	PLK1 kinase inh	HIV Rev-RRE inh	FAK inh	PLK1 PBD inh	LYP act	SMILES
0	19	18	0.73	-12	11	-7	10	-20	Cc1cc(C)c2nc(N3CCCN(C(=O)c4ccco4)CC3)c(C#N)cc2c1
1	-5	15	0.5	-4	8	0	-7	8	CCCC(=O)Nc1c(-c2ccc(OC)cc2)c(=O)c2ccccc2n1C
-2	-6	9	-0.7	-9	2	1	-58	9	Cc1ccc(S(=O)(=O)N2CCOCC2)cc1C(=O)N1CCOCC1
7	4	-3	0.26	17	63*	5	-66	-8	N#CC1=C(N)C(C#N)(C#N)C(c2ccc[nH]2)C2CCCC=C12 (stereo not given)
-7	-4	10	0.93	-14	10	0	-30	2	O=C(Nc1ccccc1N1CCCCC1)c1ncoc1-c1ccc(F)cc1
-8	4	-15	0.18	-2	4	1	11	-5	CCOc1ccc(N2C(=O)c3ccc(C(=O)OCc4c(C)noc4C)cc3C2=O)cc1
5	5	-5	-0.36	3	12	-2	1	-7	Cc1ccc(C(=O)CN(C(=O)c2ccc(Cl)c(Cl)c2)N2C(=O)C3CCCCC3C2=O)cc1C (stereo not given)
-2	0	14	0.54	-10	5	0	-3	3	O=S(=O)(Cc1ccccc1)NCc1ccccn1
-1	1	6	0.86	-10	6	0	-2	0	Cc1cc(=O)n2nc(-c3ccc(C(F)(F)F)cc3)sc2n1
-7	-1	13	-2.1	-9	5	-4	-21	3	COC(=O)c1ccc(Cl)c(NC(=O)CN(c2ccc(OC)cc2)S(=O)(=O)c2ccccc2)c1
-1	-20	0	0.6	-8	10	-3	1	17	O=C(Cc1c(C(=O)O)[nH]c2ccccc12)NCCN1CCN(c2ccccc2F)CC1
2	-6	24	1.4	-6	4	0	-5	5	O=C(Nc1cccnc1)c1c(F)c(F)c(F)c(F)c1F
10	-1	-6	-0.2	-12	8	5	2	0	COc1ccc(CCNC(=O)C2CC(=O)N(C3CCCC3)C2)cc1OC (stereo not given)
-3	-7	3	0.07	10	3	-1	-5	10	N#CC1=C(N)Oc2n[nH]c(-c3ccncc3)c2C1c1ccsc1 (stereo not given)
-9	-7	-1	-0.05	-2	6	1	8	4	CC1=C(C)CS(=O)N(c2ccc(S(N)(=O)=O)cc2)C1 (stereo not given)
-10	8	1	1.2	-3	10	-1	26	-7	CSCC[C@H](NC(=O)OCc1ccccc1)C(=O)O
4	11	10	1	-10	3	8	-1	-8	O=c1[nH][nH]c(C(F)(F)F)c1C=Nc1ccc(Cl)cc1
6	1	-6	-0.04	-10	9	0	-6	4	Cc1cc(C(=O)N2CCN(c3ncccn3)CC2)c(C)o1
4	-11	-2	0.01	-6	1	-4	0	8	COc1ccccc1N(CC(=O)NCC1CCCO1)C(=O)CCC(=O)Nc1nccs1 (stereo not given)
3	3	17	-0.28	-15	15	2	13	0	O=C(COc1ccccc1)N(Cc1ccccc1)c1nc(-c2ccccc2)cs1
-3	0	-2	0.08	-3	10	1	11	3	O=C(NCc1nnc(SCC(=O)N2CCCC2)o1)c1ccccc1F
-8	0	-5	-1.1	-6	7	-7	4	-3	CC(C)Oc1cccc(-c2nnc(SCC(=O)Nc3ccc4c(c3)OCCO4)n2N)c1
1	2	31	0.17	-3	1	-7	-7	-3	CC(C)CC(OC(=O)c1ccco1)C(=O)NCC1CCCO1 (stereo not given)
-3	18	22	-0.72	-3	8	2	9	-18	CCOc1cc(S(=O)(=O)N(CC)CC)ccc1Br
-5	5	30	-0.67	-8	0	2	-15	-2	O=C(NC1(C(=O)NC2CCCCC2)CCCCC1)c1ccc2c(c1)OCO2
-4	-11	19	/	-16	2	-1	-4	8	Cc1cc(C(=O)NCc2cccs2)n(-c2ccccc2)n1
1	0	20	1	1	7	0	-19	-2	COc1ccc(CCNC(=O)Cn2nnc(-c3cccc(OC)c3OC)n2)cc1OC
4	-6	-8	-0.18	-11	10	1	22	7	CN1CCN(S(=O)(=O)c2cccc(C(=O)Nc3nc(-c4ccccc4)cs3)c2)CC1
-23	9	11	0.19	-34	135*[fluorescence artefact?]	4	-229	-10	Cc1ccc2nc(/C(C#N)=C\c3ccc(N4CCOCC4)o3)[nH]c2c1
4	-3	23	0.39	-6	9	2	-10	0	NS(=O)(=O)c1ccc(NC(=O)CN2CCCCC2)cc1
-4	0	14	0.28	-9	3	2	0	-3	O=C1c2ccccc2NC(c2ccccc2)N1c1ccc(O)cc1 (stereo not given)
4	-1	10	0.67	-8	6	6	12	-1	Cn1nnnc1SCc1cc(=O)n2ccsc2n1

Structures from the list above that have a Cl atom (3):
EphB4 ephrin blk	LYP inh 2	F-actin modifier	PTK2B oligo ant	PLK1 kinase inh	HIV Rev-RRE inh	FAK inh	PLK1 PBD inh	LYP act	SMILES
5	5	-5	-0.36	3	12	-2	1	-7	Cc1ccc(C(=O)CN(C(=O)c2ccc(Cl)c(Cl)c2)N2C(=O)C3CCCCC3C2=O)cc1C (stereo not given)
-7	-1	13	-2.1	-9	5	-4	-21	3	COC(=O)c1ccc(Cl)c(NC(=O)CN(c2ccc(OC)cc2)S(=O)(=O)c2ccccc2)c1
4	11	10	1	-10	3	8	-1	-8	O=c1[nH][nH]c(C(F)(F)F)c1C=Nc1ccc(Cl)cc1

More structures follow:
EphB4 ephrin blk	LYP inh 2	F-actin modifier	PTK2B oligo ant	PLK1 kinase inh	HIV Rev-RRE inh	FAK inh	PLK1 PBD inh	LYP act	SMILES
-6	-7	-28	-0.87	-4	11	1	1	5	COc1cc(C)c(C)cc1S(=O)(=O)N1CCN(Cc2ccccc2)CC1
-5	-9	/	0.5	-4	1	-6	-31	10	Nc1cnn(C2CCCO2)c(=O)n1 (stereo not given)
1	2	-9	-0.26	-13	5	0	6	-2	CCc1ccc(NC(=O)CCn2cccc2)cc1
-7	1	5	-0.5	-9	-4	3	-3	1	CNc1oc(-c2ccc(C)cc2)nc1P(=O)(c1ccccc1)c1ccccc1
-7	-9	-2	-2.7	5	10	0	7	6	O=C(Nc1ccccc1)Nc1ccc(S(=O)(=O)N2CCCCC2)cc1
4	4	-25	-0.3	-18	5	0	15	-4	Cc1ccc(Nc2nc(N)nc(CN3CCN(C)CC3)n2)cc1
0	1	5	-0.68	-3	15	0	-13	-2	Nc1c(C(=O)NC2CC2)c2nc3ccccc3nc2n1-c1ccc2c(c1)OCO2
1	2	-3	1.1	-14	11	6	-6	-4	CCc1c(C)sc(NC(=O)c2cc(-c3cc(OC)ccc3OC)on2)c1C#N
-1	-4	-1	0.64	0	7	0	15	2	O=C(NCCc1ccccc1)c1ccnc(/C=N/O)c1
-2	3	6	0.92	-17	9	3	-10	0	N#Cc1ccc(-c2ccc(F)cc2)nc1Sc1ccc(F)cc1
-18	-5	1	-0.33	21	2	-3	-43	2	COc1cc2c(cc1OC)C(C(=O)O)C(c1ccc(C)o1)N(C)C2=O (stereo not given)
0	-2	-1	/	-12	6	3	8	-1	O=C(CCn1c(=O)sc2ccccc21)Nc1nc2ccccc2s1
2	7	1	-0.94	-11	11	0	-20	-8	CS(=O)(=O)N(CC(=O)Nc1cc(Cl)ccc1Cl)c1ccccc1Cl
2	9	8	-0.63	-8	-1	-2	7	-9	CCn1c(CNC(=O)COc2ccc(C(C)C)cc2)nnc1SCC(=O)NC1CCCCC1C (stereo not given)
2	-2	7	-0.7	-11	10	-1	0	1	Cc1c(C(=O)Nc2ccc(C(=O)O)cc2)cnn1C
4	8	-4	0.33	-6	13	4	-15	-3	COc1ccccc1NC(=O)COc1ccc(C(F)(F)F)cc1[N+](=O)[O-]
3	-10	-20	-0.77	-1	7	3	-4	11	O=[N+]([O-])c1ccc(Oc2ccc(F)cc2)c2ccncc12
-4	10	20	/	-9	15	-1	-12	-8	COc1cccc(NC(=O)CSc2nnc(-c3ccoc3C)n2-c2ccccc2)c1
4	-2	8	-0.36	-2	-5	1	35	-2	CCc1nc2sc3c(c2c(=O)o1)CCCC3
-2	-19	11	0.35	-15	6	-1	17	24	O=C(c1ccco1)N1CCN(S(=O)(=O)c2ccc(S(=O)(=O)NC3CCCC3)cc2)CC1
-3	0	-21	-0.9	-11	-3	-1	14	5	CN(c1cccc(NC(=O)CN(c2ccc(C34CC5CC(CC(C5)C3)C4)cc2)S(C)(=O)=O)c1)S(C)(=O)=O
-1	8	-25	-1.2	-4	8	-10	16	-4	CCOc1cc(C=C(C(=O)OC)C(=O)OC)ccc1OCc1ccc([N+](=O)[O-])cc1
-7	-18	/	0.98	-13	1	-5	8	20	O=C(COc1ccc([N+](=O)[O-])cc1)NN=C1CCCC1
-1	9	0	-0.21	2	0	4	-1	-6	CCN(CC)c1nc(=S)nc(NC(C)(C)C)[nH]1
-2	-2	-18	-0.15	-16	5	2	-16	0	CCc1cc(C(=O)c2ccccc2OC)c(N)s1
4	6	/	0.72	6	6	2	4	-2	CCOCCc1nnc(NC(=O)C(CC)c2ccccc2)s1 (stereo not given)
-7	-10	1	0.39	-6	-3	-5	1	10	O=S(=O)(Nc1nc2ccccc2nc1NCc1ccco1)c1ccccc1
-5	-3	2	0.52	0	-2	2	15	4	CCN(CC)c1ccc(C2C(C(=O)OCCOC)=C(C)NC3=C2C(=O)CCC3)cc1 (stereo not given)
/	-1	-5	/	-11	/	/	19	0	CCOc1ccc(OCC)c(S(=O)(=O)NCc2ccc3c(c2)OCO3)c1
-5	-11	-4	/	1	-3	-3	8	11	CCCCNc1c(N2CCN(C(=O)OCC)CC2)c(=O)c1=O
-6	-7	2	1.7	-8	4	-2	-13	8	CC(=O)Nc1c(C(=O)N2CCCCCC2)cnn1-c1ccccc1Cl
4	1	10	0.77	2	11	-2	-10	-2	CCOC(=O)C1=C(C)N=C2SC(C)C(=O)N2C1/C=C/c1ccccc1OC (stereo not given)
-5	-40	4	0.35	-10	-1	1	9	41*	O=C(c1ccccn1)N(Cc1cc2ccccc2[nH]c1=O)C1CCCCC1
-3	17	-60	-2.1	-6	117*[fluorescence artefact?]	-7	-113	-13	CCOc1cc(/C=C(/C#N)C(=O)Nc2ccc(O)cc2)cc(Br)c1O
